# Screening results: PubChem BioAssay, several laboratories
# CRFBP-R2 block: CRF-BP/CRF-R2 complex antagonism | HEK293 CRF-R2/CRF-BP, CRF-induced calcium fluorescence | 350,000 tested, 0.59% active | inhibition, % at 11.8 µM;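 active = inhibition of the ligand-induced calcium signal above about 50% at the single tested concentration, limit read from the data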
# GalR3 antagonist: blocks the human galanin receptor 3 | HEK293 GalR3-CNG cAMP membrane potential fluorescence; galR3 body fused to GalR1 C-terminus | 360,000 tested, 0.44% active | inhibition, % at 3 µM | O60755;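 active = inhibition above the screen-wide average plus 3 SD, cut at about 13% in these data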;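 also: forskolin and galanin both at EC90 stimulate the cells; cAMP rise reported by CNG channel membrane potential dye signal; 0% = forskolin plus galanin with DMSO and 100% = forskolin alone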
# Target sequence (O60755 1-299 limits assumed): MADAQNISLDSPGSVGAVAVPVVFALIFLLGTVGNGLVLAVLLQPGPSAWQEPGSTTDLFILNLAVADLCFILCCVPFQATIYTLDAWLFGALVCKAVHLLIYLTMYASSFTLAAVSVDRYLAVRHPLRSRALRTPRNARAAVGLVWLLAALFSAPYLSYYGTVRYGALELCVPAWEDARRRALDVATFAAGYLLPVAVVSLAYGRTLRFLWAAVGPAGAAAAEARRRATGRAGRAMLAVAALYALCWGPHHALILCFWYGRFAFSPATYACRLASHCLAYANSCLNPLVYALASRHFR
# CRFBP-R2 agonist: CRF-BP/CRF-R2 complex agonism; 350,000 tested, 0.46% active; activation, % at 13.2 µM; HEK293 CRF-R2/CRF-BP, calcium dye fluorescence (FLIPR); percent of saturating CRF peptide response;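 active = activation of at least 50%, plus an integration ratio under a set limit after plate pattern correction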;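 also: plate controls were neutral control wells without compound for no effect and CRF at EC100 for full effect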
# The depositor's hits bear a star. The list is partial; the hit share may differ from the screen's.
SMILES	CRFBP-R2 block	GalR3 antagonist	CRFBP-R2 agonist
COc1ccc(NC(=O)c2cc(S(=O)(=O)N3CCCC3)ccc2C)cn1	1	-3	1.0
O=C(O)c1cccc(S(=O)(=O)Nc2cccc(S(=O)(=O)Nc3ccc(Br)cc3)c2)c1	-15	-1	1.0
CCCCOc1ccc(N2C(=O)C(C)CNC2=S)cc1 (centres undefined)	-8	2	-2.2
Cc1cccc(OCc2nnc(-c3ccc(F)cc3)o2)c1	5	-5	-1.1
N#Cc1ccccc1	22	-3	-2.2
CCOc1ccc(/C=C/C(=O)OC(C)C(=O)NC2CCCCC2C)cc1OC (centres undefined)	-2	-2	0.6
COc1ccc(NCC(=O)Nc2cccc(S(=O)(=O)N3CCCC3)c2)cc1Cl	-3	-4	0.9
Cc1ccc(S(=O)(=O)Nc2ccccc2F)cc1C(=O)OC(C)C(=O)N1CCOCC1 (centres undefined)	8	3	-1.7

# Remaining list, next part.
SMILES	CRFBP-R2 block	GalR3 antagonist	CRFBP-R2 agonist
CN1OC[C@@H]2CN[C@H](c3cccc(N4CCOCC4)c3)C[C@@H]21	9	-6	0.4
C#CCN(C[C@H]1[C@H](OC(=O)NCCCCCC)[C@H](OC(=O)NCCCCCC)C[C@H]2C(=O)N(c3ccccc3)C(=O)[C@@H]12)S(=O)(=O)c1ccc(C)cc1	-1	-5	1.7
CCCCn1c(N)c(N(CCOC)C(=O)c2ccc(N3CCCC3)c([N+](=O)[O-])c2)c(=O)[nH]c1=O	-2	-4	1.2
O=C1c2cc(Cl)ccc2-c2c(O)cc(Cl)cc21	-4	-7	30
O=C(CSc1nc2ccccc2c(=O)n1CCCO)NC1CC1	-3	-6	-0.5
COc1ccc([C@H]2CC(=O)C=C(c3ccc4c(c3)OCO4)C2)cc1OC	2	7	-2.5
CN(c1ccccc1)S(=O)(=O)c1cccc(NC(=O)Cc2n[nH]c(=O)c3ccccc23)c1	-1	-9	-0.2
CCCN1CCN(C(=O)c2ccc(-c3ccc([N+](=O)[O-])cc3)o2)CC1	6	-4	0.4

# Arranged by molecular weight (rising): some entries from above.
SMILES	CRFBP-R2 block	GalR3 antagonist	CRFBP-R2 agonist
N#Cc1ccccc1	22	-3	-2.2
O=C1c2cc(Cl)ccc2-c2c(O)cc(Cl)cc21	-4	-7	30
Cc1cccc(OCc2nnc(-c3ccc(F)cc3)o2)c1	5	-5	-1.1
CCCCOc1ccc(N2C(=O)C(C)CNC2=S)cc1 (centres undefined)	-8	2	-2.2
CN1OC[C@@H]2CN[C@H](c3cccc(N4CCOCC4)c3)C[C@@H]21	9	-6	0.4
CCCN1CCN(C(=O)c2ccc(-c3ccc([N+](=O)[O-])cc3)o2)CC1	6	-4	0.4
COc1ccc([C@H]2CC(=O)C=C(c3ccc4c(c3)OCO4)C2)cc1OC	2	7	-2.5
CCOc1ccc(/C=C/C(=O)OC(C)C(=O)NC2CCCCC2C)cc1OC (centres undefined)	-2	-2	0.6
COc1ccc(NCC(=O)Nc2cccc(S(=O)(=O)N3CCCC3)c2)cc1Cl	-3	-4	0.9
Cc1ccc(S(=O)(=O)Nc2ccccc2F)cc1C(=O)OC(C)C(=O)N1CCOCC1 (centres undefined)	8	3	-1.7
O=C(O)c1cccc(S(=O)(=O)Nc2cccc(S(=O)(=O)Nc3ccc(Br)cc3)c2)c1	-15	-1	1.0
C#CCN(C[C@H]1[C@H](OC(=O)NCCCCCC)[C@H](OC(=O)NCCCCCC)C[C@H]2C(=O)N(c3ccccc3)C(=O)[C@@H]12)S(=O)(=O)c1ccc(C)cc1	-1	-5	1.7

# Next section
SMILES	CRFBP-R2 block	GalR3 antagonist	CRFBP-R2 agonist
COc1cccc(NC(=O)CN(C)C(=O)CSc2nc3ccccc3s2)c1	0	-5	-1.8
CCOC(=O)C1(C)C(C(=O)OC)=C(c2ccc(OC)cc2)c2ccccc2N1C(=O)OC (centres undefined)	3	1	-2.1
COc1cc(CCc2ccccc2)c(C(=O)O)c(O)c1CC=C(C)C	61*	-2	0.6
O=C(CCc1ccccc1Cl)Nc1ccc(S(=O)(=O)Nc2nccs2)cc1	-11	-3	-0.8
C=CCOc1ccc(/C=C/C(=O)OCC(=O)NCc2cccs2)cc1	-1	-2	-0.8
C=CCN1c2ccccc2C(=O)CS1(=O)=O	-4	-4	0.4
COc1ccc(-c2sc3ccc(N4CCOCC4)cc3c2C#CCO)cc1	-14	8	-0.5
CC1CCCCC12NC(=O)N(CC(=O)N1CCN(c3ncccn3)CC1)C2=O (centres undefined)	2	-2	-0.3

# The list goes on.
SMILES	CRFBP-R2 block	GalR3 antagonist	CRFBP-R2 agonist
CC(=O)Nc1ccc(NC(=O)COC(=O)CCCc2c[nH]c3ccccc23)cc1	-8	-4	-0.8
CN(C)S(=O)(=O)c1ccc2oc(SCC(=O)c3c(N)n(C4CC4)c(=O)[nH]c3=O)nc2c1	-12	3	-0.3
N#CC(=C(O)COC(=O)c1ccc2c(c1)OCCO2)c1nc2ccccc2[nH]1	3	-1	-1.9
Cn1c(N)cc(=O)n(C)c1=S	11	-6	-3.4
C[C@H](CO)N1C[C@H](C)[C@@H](CN(C)Cc2ccccc2C(=O)O)OCc2cnnn2CCCC1=O	-18	-7	2.4
C[C@@H]1[C@H](O)C[C@@]23COC(=O)C2=CCCC3[C@@]1(C)CCC1COC(=O)C1 (some centres undefined)	9	2	0.0
O=C(COC(=O)COc1ccc2c(c1)CCC2)Nc1ccccc1C(F)(F)F	15	-1	-0.6
Cc1cccc(C(=O)NCC(=O)Nc2ccncc2)c1	-1	0	0.0

# The list continues.
SMILES	CRFBP-R2 block	GalR3 antagonist	CRFBP-R2 agonist
Cc1ccc(S(=O)(=O)N2CCN(S(=O)(=O)c3c(C)n[nH]c3C)CC2)cc1C	-23	-9	4.9
Cc1ccc(C2=CN(Cc3ccccc3)CCC2=O)cc1	-4	-3	0.2
CCC1CCCCN1S(=O)(=O)c1ccc(NC(=O)C2CC(=O)N(C(C)(C)C)C2)cc1 (centres undefined)	5	-5	-0.3
CC(=O)N1CCN(C(=O)c2ccc(NS(=O)(=O)c3ccc4c(c3)OCCO4)cc2)CC1	15	-4	3.6
Cc1c(C(=O)OCC(=O)N2CCCC2=O)oc2ccccc12	-6	-1	-0.5
O=C(OCC(=O)N1CCN(C(=O)c2ccco2)CC1)c1ccccc1NCCO	13	-4	1.8
Cc1cccc(S(=O)(=O)N(C)C[C@@H]2OCc3cnnn3CCCC(=O)N([C@H](C)CO)C[C@@H]2C)c1	9	-5	0.3
C[C@H](CO)N1C[C@H](C)[C@H](CN(C)Cc2ccc(C(=O)O)cc2)OCc2ccccc2-c2c(n(C)c3ccccc23)C1=O	10	0	-0.4

# Further results
SMILES	CRFBP-R2 block	GalR3 antagonist	CRFBP-R2 agonist
COc1ccc(OC)c(NC(=O)CN2C(=O)C(=O)N(Cc3ccccc3)C2=O)c1	-11	-3	0.1
CCCCCC(=O)N1C[C@@H](n2cc(COC(=O)c3ccccc3)nn2)[C@H](O)C[C@@H]1c1ccc(C)cc1	-9	-6	-0.5
CC(C)C(C)NC(=O)COC(=O)C1CCN(S(=O)(=O)c2ccc3c(c2)OCCO3)CC1 (centres undefined)	7	-4	-1.7
CCOc1ccc(S(=O)(=O)N2CCC(C(=O)Nc3ccccc3N3CCCC3)CC2)cc1	14	4	-1.8
Cc1nn(Cc2ccccc2)c(C)c1C(=O)N1CCN(S(=O)(=O)/C=C/c2ccccc2)CC1	2	-7	-1.1
CC(CCc1ccccc1)NC(=O)C1CC1 (centres undefined)	10	-1	-0.8
COc1ccccc1NC(=O)COC(=O)c1ccc(S(=O)(=O)N2CCCCCC2)cc1	10	-2	-1.0
O=C(O)c1cccc(S(=O)(=O)Nc2ccc(-c3ccccc3)cc2)c1	4	-1	-0.5

# Next structures.
SMILES	CRFBP-R2 block	GalR3 antagonist	CRFBP-R2 agonist
CCN(CC(=O)Nc1c(F)cccc1F)C(=O)c1cccc(-n2cnnn2)c1	1	0	1.7
CN(C(=O)COC(=O)CCCc1c[nH]c2ccccc12)c1c(N)n(Cc2ccccc2)c(=O)[nH]c1=O	-3	-3	-0.8
O=C(CSc1nc2ccccc2c(=O)[nH]1)Nc1ccc([N+](=O)[O-])cc1	2	-2	-1.7
Cc1cccc(C(=O)OC(C)C(=O)NCC2CCCCC2)c1O (centres undefined)	-13	-6	0.7
COc1ccc(-c2sc3cc(OC)ccc3c2-c2ccc(OCCN3CCOCC3)cc2)cc1	2	-7	1.2
COc1cccc(-c2ccccc2C2=CC(=O)CC(C)(C)C2=O)c1	-1	-7	-2.5
CCCCCC(=O)N1C[C@@H](n2cc(-c3ccc(F)cc3)nn2)[C@H](O)C[C@@H]1c1ccccc1	-4	-7	-0.7
O=C(CNc1cccc(C(F)(F)F)c1)Nc1cccc(S(=O)(=O)N2CCCC2)c1	-3	-6	0.6

# The results go on:
SMILES	CRFBP-R2 block	GalR3 antagonist	CRFBP-R2 agonist
COc1ccc(C(=NN)c2ccc(OC)cc2)cc1	-5	-6	0.6
CC1CCCCC12NC(=O)N(CC(=O)Nc1cccc(S(=O)(=O)N3CCCCC3)c1)C2=O (centres undefined)	-7	-5	-0.1
O=C(CC(=O)c1cccs1)c1ccncc1	-8	-5	-1.3
COc1ccc(-c2nc(SC(C)C(=O)NCC3CCCO3)n[nH]2)cc1 (centres undefined)	-9	-4	0.2
CC1CN(S(=O)(=O)c2cccc(C(=O)NNC(=O)C(C)Oc3ccccc3F)c2)CC(C)O1 (centres undefined)	10	1	-1.4
COc1ccc(NC(=O)C2CCCC2)cc1S(=O)(=O)N1CCOCC1	-3	0	2.2
CC(Sc1ncccn1)C(=O)Nc1ccc2c(c1)OCO2 (centres undefined)	-2	-1	-1.7
CC1CCC2(CC1)NC(=O)N(CC(=O)NCc1ccco1)C2=O (centres undefined)	16	-8	-2.1

# The results go on:
SMILES	CRFBP-R2 block	GalR3 antagonist	CRFBP-R2 agonist
CN(C)CCN(C(=O)C1CCCCC1)c1nc2cc3c(cc2s1)OCCO3	-9	-11	-1.4
CCCN=C1N(C)C[C@@H]2[C@@H]3C(=O)N(C)C(=O)[C@@H]3[C@](Cc3ccccc3)(C(=O)OC)N12	-5	-7	0.3
Fc1ccccc1-c1nc(-c2ccc(-c3nn[nH]n3)cc2)no1	1	-3	-1.2
C/C(=N/NC(=O)c1nnn(-c2nonc2N)c1CSc1ccc(Cl)cc1)c1ccncc1	-24	-3	2.4
C[C@@H]1CN([C@H](C)CO)C(=O)c2c(c3ccccc3n2C)-c2ccccc2CO[C@H]1CN(C)Cc1ccc(C(F)(F)F)cc1	-12	-8	2.5
CC1CCCC(C)N1C(=O)COC(=O)c1ccc([N+](=O)[O-])o1 (centres undefined)	-3	0	-1.2
CCOC(=O)C1(NC(=O)C2(NC(=O)CN3C(=O)c4ccccc4C3=O)CCCC2)CCCC1	-4	-6	-3.4
CN(CC(=O)Nc1ccc(F)cc1)C(=O)COc1ccccc1Cc1ccccc1	-6	-1	1.6

# (list continues)
SMILES	CRFBP-R2 block	GalR3 antagonist	CRFBP-R2 agonist
CC(NC(=O)COC(=O)c1ccc[nH]c1=O)c1ccccc1 (centres undefined)	2	-4	0.6
O=C(Cc1ccc(NC(=O)C2CCN(C(=O)C3CCC3)CC2)cc1)Nc1ccc(C(=O)N2CCOCC2)cc1	-18	-8	-0.5
CN(C(=S)NC(=O)C1CCCC1)c1ccccc1	-3	-7	-0.9
C=CC[C@@H](CC(=O)NCCO)C(=O)N[C@@H](C)COC(=O)[C@@H](CC=C)Cc1ccc(F)cc1	0	-1	-0.1
Cc1ccc(OCCC(=O)OCC(=O)NC2CCS(=O)(=O)C2)cc1 (centres undefined)	-6	-6	0.4
Cc1ccc([C@H]2C[C@@H](O)[C@H](n3cc(COC(=O)c4ccccc4)nn3)CN2Cc2cccs2)cc1	-4	-5	9.2
COc1ccc(S(=O)(=O)N2CCN(C(=O)CCOc3ccccc3)CC2)cc1OC	3	-5	-1.2
CCc1nnc(NC(=O)c2cc(-c3ccc(C)o3)nc3ccccc23)s1	-26	-4	1.4

# (next part)
SMILES	CRFBP-R2 block	GalR3 antagonist	CRFBP-R2 agonist
COC(=O)C1C2CC(=O)C(C2)C1C(=O)OC (centres undefined)	-18	-4	1.1
CCN(CC(=O)Nc1ccc(NC(C)=O)cc1)C(=O)c1ccc2ccccc2c1	19	1	5.4
CN(c1ccccc1)S(=O)(=O)c1cccc(C(=O)NCC(c2cccs2)N2CCOCC2)c1 (centres undefined)	15	-6	-1.8
Cc1c(C(=O)N2CCN(Cc3cccs3)CC2)oc2ccccc12	-4	-5	0.8
O=C(Nc1cccc(S(=O)(=O)NC2=NCCC2)c1)c1cn(-c2ccccc2)nc1-c1ccc(F)cc1	-20	-3	7.2
CN1CCCC1CCOC(C)(c1ccccc1)c1ccc(Cl)cc1 (centres undefined)	-33	-9	1.8
NC(=O)c1nc[nH]c1C(=O)Nc1cccc(NC(=O)c2cccc(C(F)(F)F)c2)c1	2	-5	0.6
O=C(O)C1OC1(c1ccccc1Cl)c1ccccc1Cl (centres undefined)	69*	-5	-2.5

# Next section:
SMILES	CRFBP-R2 block	GalR3 antagonist	CRFBP-R2 agonist
CCN(CC(=O)Nc1c(F)cccc1F)C(=O)CCNC(=O)c1ccco1	-4	-3	0.4
CC(=O)Nc1ccc(NC(=O)CSc2nnc(-c3ccc4c(c3)OCO4)o2)cc1	2	-6	0.0
CCc1cc(C(=O)OCC(=O)NCCc2ccccc2)sc1C	-3	-7	7.8
O=C(CSc1nnc(-c2cccnc2)o1)Nc1ccc(F)cc1	-4	-7	0.3
COc1ccc(-n2ccnc2SCC(=O)NC2CCCC2)cc1	-4	-3	5.9
COC(=O)Cc1nc2c(N)nc(N)nc2[nH]c1=O	15	-4	0.1
C=CCN1C=C(C(=O)c2ccccc2)C(=O)CC1	2	-6	2.1
CN(C)S(=O)(=O)c1ccc(C(=O)Nc2ccccc2C(=O)NCCCN2CCOCC2)cc1	5	3	1.2
